# pAkt inh: inhibitors of Akt phosphorylation; activity change, % for hits at 50 µM; Neuro2A IGF-stimulated pAkt S473 HTRF, 20 min; active compounds read low; 360,000 tested, 0.32% active; in the data active = activity change below about -80%; inconclusive = mostly about -51% to -80%; note: % is set by controls: 0 for no effect and ±100 for the full control effect
#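 Single-point screen (50 µM final compound) in Neuro2A cells stimulated 20 min with 6 nM IGF at 37 deg C. After lysis, Ser473-phosphorylated Akt read by HTRF (ex 330 nm, em 615/665 nm) as the 665/615 ratio.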
# EPAC2 agonist: activates human EPAC2 exchange factor | AID 720711 | Potency, µM (series often up to 154 µM), inactives show at the highest dose activation, most hits filed as activators | EPAC2 activation, biochemical qHTS; response scale: 100% = 6.5 mM cAMP response | 360,000 tested, 0.079% active; note: potency is the fitted concentration of half-maximal effect; nearly all actives have a fitted effect of over 50% in size
#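 Exchange assay: 100 nM EPAC2 with 250 nM Rap1B-BODIPY-GDP and 50 uM GDP. Fluorescence (ex 480/em 540 nm) read every 5 min for 30 min at room temperature. Data normalized to 6.5 mM cAMP as agonist control.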
# DRD3 agonist: agonists of human D3 dopamine receptor; max activation, %; 410,000 tested, 0.58% active; AID 652048; D3R DiscoveRx beta-arrestin cells, luminescence, 90 min; P35462; in the data active = max activation above about 30%; note: 0% is about no effect; mostly tested at two doses, the higher about 12 µM
# Target sequence (P35462 whole entry, looked up): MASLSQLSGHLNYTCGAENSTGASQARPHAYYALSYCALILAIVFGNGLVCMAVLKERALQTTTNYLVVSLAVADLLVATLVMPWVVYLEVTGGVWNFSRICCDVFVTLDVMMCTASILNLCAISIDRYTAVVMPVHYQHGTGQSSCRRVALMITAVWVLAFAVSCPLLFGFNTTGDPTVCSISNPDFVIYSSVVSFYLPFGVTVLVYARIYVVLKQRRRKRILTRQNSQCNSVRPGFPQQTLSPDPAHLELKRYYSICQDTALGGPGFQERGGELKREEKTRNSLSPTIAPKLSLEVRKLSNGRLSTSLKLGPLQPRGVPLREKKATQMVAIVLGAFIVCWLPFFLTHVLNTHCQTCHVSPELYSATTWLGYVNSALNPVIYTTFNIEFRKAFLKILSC
#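 Agonist-mode cell screen: cells plated at 1500/well and incubated overnight at 37 °C, then exposed to library compounds for 90 min at 37 °C. Detection reagent was added for 30–60 min at room temperature, and luminescence was read.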
# EPAC2 antag: antagonists of human EPAC2 | AID 720708 | EPAC2 GEF exchange of Rap1B-BODIPY-GDP, fluorescence | 360,000 tested, 0.18% active | Potency, µM (highest dose often 114 µM), for inactives: at the top dose activity, negative = inhibition, hits mostly inhibitors | Q8WZA2; note: potency is the fitted concentration of half-maximal effect; % is set by controls: 0 for no effect and ±100 for the full control effect; nearly all actives have a fitted effect of over 45% in size; many of its hits are not listed in these tables
# Mm-Cpn inhibitor: M. maripaludis TRiC chaperonin inhibition. purified Mm-Cpn ATPase, ADP Transcreener TR-FRET. Potency, µM (doses to about 76.9 µM), inactives show top-dose activity, negative = inhibition, actives largely listed as inhibitors. 330,000 tested, 0.031% active. AID 504842; note: potency is the fitted concentration of half-maximal effect; % is set by controls: 0 for no effect and ±100 for the full control effect; nearly all actives have a fitted effect of over 80% in size
#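 ATP (10 uM final) was added to archaeal chaperonin (25 nM final) after 10 min exposure to test compound at 37°C; after 30 min further incubation, ADP was detected by competitive TR-FRET.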
# DRD3 antagonist: blocks the human D3 dopamine receptor; P35462; D3R cells, DiscoveRx beta-arrestin luminescence, antagonist mode; active compounds read low; max response, negative = inhibition, %; 360,000 tested, 2.5% active; AID 652054; in the data active = max response below about -50%; inconclusive = no clear call, values can overlap the other calls; note: % is set by controls: 0 for no effect and ±100 for the full control effect; mostly tested at two doses, the higher about 12 µM
#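 Cells plated overnight at 1500 cells/well, then exposed to library compounds with dopamine controls for 90 minutes at 37 degrees C. DiscoveRx reagent added for 30–60 minutes at room temperature; luminescence read, quantitative HTS format.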
# PTHR1 agonist: agonists of human PTHR1 parathyroid hormone receptor; AID 743266; Potency, µM (series often up to 115 µM), inactives show at the top dose activation, usual class: activators; Q03431; 410,000 tested, 0.075% active; HEK293 GP2 PTHR1 cells, GloSensor cAMP luminescence, 1 h; note: potency is the fitted concentration of half-maximal effect; nearly all actives have a fitted effect of over 55% in size; some results filed as inactive show a strong effect at the top dose; inactives centre near -15; many of its hits are not listed in these tables
# Target sequence (Q03431 whole entry, looked up): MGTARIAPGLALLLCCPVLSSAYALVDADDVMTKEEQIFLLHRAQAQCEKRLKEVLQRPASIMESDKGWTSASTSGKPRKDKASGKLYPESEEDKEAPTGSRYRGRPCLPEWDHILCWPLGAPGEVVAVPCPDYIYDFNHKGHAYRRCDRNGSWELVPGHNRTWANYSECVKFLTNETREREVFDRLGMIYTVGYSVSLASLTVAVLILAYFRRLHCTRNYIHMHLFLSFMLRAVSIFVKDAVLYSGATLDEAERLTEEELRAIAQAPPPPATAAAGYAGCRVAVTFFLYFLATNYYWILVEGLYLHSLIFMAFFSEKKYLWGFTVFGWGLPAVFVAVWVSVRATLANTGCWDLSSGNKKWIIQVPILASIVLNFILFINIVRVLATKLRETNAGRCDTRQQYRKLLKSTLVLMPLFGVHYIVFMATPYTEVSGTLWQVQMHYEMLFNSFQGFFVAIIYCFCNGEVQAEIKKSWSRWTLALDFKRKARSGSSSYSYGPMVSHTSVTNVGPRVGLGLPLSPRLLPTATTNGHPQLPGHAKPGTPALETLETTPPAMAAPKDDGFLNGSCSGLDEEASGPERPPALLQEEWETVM
#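 HEK-293-derived GP2 cells expressing PTHR1 and a GloSensor cAMP reporter, 3,000/well, plated overnight, given luciferin plus IBMX (each 0.5 mM as added) for 1 h at 37 °C, then compound for 1 h at 37 °C. Luminescence was read after 15 min at room temperature.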
# CCT chaperon mod: changes cytosolic chaperonin activity. purified chaperonin ATPase assay, HTRF ADP detection, 30 min. activity change, % (test concentration not listed), hits read low. 360,000 tested, 0.3% active. AID 651819; in the data active = activity change below about -30%; note: % is set by controls: 0 for no effect and ±100 for the full control effect
#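 Enzyme 40 or 20 nM (batch-dependent) in Tris pH 7.4/KCl/MgCl2/DTT; cpd 76 uM single point; ATP 10 uM; 30 min 37 °C; Transcreener ADP HTRF detection, 30 min RT; ratio 665/615.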
# Starred values were filed as active, the others as inactive; i = inactive; ? = inconclusive; . = not tested or not shown; & = joins results of further samples; [ ] = another dose, or the depositor's remark. Unless noted, calls come from the whole dose curve; as a rule, active = well fitted curve in the direction sought with a large enough effect; inconclusive = small, poorly fitted or top-dose-only effect, or another doubt; inactive = no such curve, though single readings can be large; an effect the other way counts as inactive or inconclusive.
item	canonical_smiles	pAkt inh	EPAC2 agonist	DRD3 agonist	EPAC2 antag
1	O=C(NCc1cc(C(F)(F)F)cc(C(F)(F)F)c1)C12CN(Cc3ccccc3)CC1C(c1cccc([N+](=O)[O-])c1)=NO2 (configuration not stated)	i	-11.2%	-1.4	21.3%
2	Cc1cc(C)nc(NC(=O)CCC2CCCC2)c1	i	9.1%	-4.8	1.9%
3	O=C(O)CCCCCCCCc1cn(CCc2c[nH]c3ccccc23)nn1	i	2.7%	-13.4	-0.6%
4	COCCNC(=O)C1(C)CCCN(CC(=O)c2ccc(OC)cc2)C1 (configuration not stated)	i	10.8%	6.1	4.7%
5	COc1cc(OC)cc(C(=O)NC2CCN(C(=O)N3c4ccccc4Sc4ccccc43)CC2)c1	i	10.4%	2.8	-0.3%
6	COc1ccc(CCNC(=O)C(=O)NCC2OCCN2S(=O)(=O)c2cccs2)cc1OC (configuration not stated)	i	6.1%	0.6	2.2%
7	CSc1ccc(CN2CCCN(C)CC2)cc1	i	13.1%	-17.9	19.7%
8	COc1ccc(CNC(=O)CN(Cc2ccc(OC)cc2)C(=O)c2csnn2)cc1	i	5.5%	0.3	16.7%
9	CCCCC(=O)NNC(=S)NC(=O)c1ccc(C)cc1	i	0.4%	20.8	14.2%
10	O=C(O)/C=C\C(=O)Nc1ccccc1N1CCN(c2ccccc2)CC1	i	3.4%	9.0	-28.3%
11	Cc1cc(C)cc(NC(=O)N2CCN(S(C)(=O)=O)CC2)c1	i	-4.3%	7.7	1.0%
12	Cc1cccc2cc(/C=C3\N=C(c4ccccc4)OC3=O)c(N3CCOCC3)nc12	?	20.2%	-12.5	14.6%
13	COc1ccc(C2c3c(ncn(CCN4CCOCC4)c3=N)Oc3ccc4ccccc4c32)cc1 (configuration not stated)	i	-0.7%	-0.8	-1.6%
14	CCOC(=O)C(=O)Nc1ccccc1C(=O)NC(C)C	i	-5.8%	37.6*	14.8%
15	O=C(c1cnn(C(=O)c2cccc(S(=O)(=O)N3CCOCC3)c2)c1)c1ccccc1O	i	2.0%	3.9	6.4%

item	Mm-Cpn inhibitor	DRD3 antagonist	PTHR1 agonist	CCT chaperon mod
1	0.4%	-1.1	-8.3%	-1.8
2	0.9%	-3.1	-12.3%	1.1
3	-11.5%	-0.9	-20.9%	-13.5
4	.	18.2	i	2.0
5	-15.8%	-4.9	i	-0.5
6	.	6.9	-16.9%	-4.5
7	-1.6%	-15.1	-25.1%	-1.6
8	6.8%	3.9	i	-0.6
9	-0.6%	8.3	-1.7%	0.8
10	-0.8%	6.9	i	-5.1
11	-0.9%	12.8	-21.4%	-2.9
12	-11.3%	-0.9	-3.3%[57.5 µM]	-2.2
13	-0.9%	-4.0	i	0.1
14	-1.2%	-11.0	-19.9%	2.0
15	0.9%	9.9	i	1.3

# Carrying on:
item	canonical_smiles	pAkt inh	EPAC2 agonist	DRD3 agonist	EPAC2 antag
16	Cc1ccc(/C=C/C(=O)O)cc1S(=O)(=O)N(C)CCO	i	0.5%	-3.8	9.0%
17	COc1cccc(N2C(=O)CC(N3CCC(C(N)=O)(N4CCCCC4)CC3)C2=O)c1 (configuration not stated)	i	7.2%	10.8	-2.7%
18	O=C(NCCNS(=O)(=O)c1ccccc1)N1CCOCC1	i	9.9%	-2.9	5.3%
19	Cc1ccc(CN2CC(C(=O)N3CCN(S(=O)(=O)c4ccc(C(C)C)cc4)CC3)CC2=O)cc1 (configuration not stated)	i	-1.0%	3.7	-0.1%
20	CCOC(=O)C(=O)Nc1ccc(S(=O)(=O)N2CCOCC2)cc1OC	.	6.6%	-14.8	0.6%
21	CCOC(=O)Cn1c(S(=O)(=O)Cc2ccccc2)nc2ccccc21	i	15.8%	-2.9	3.9%
22	COc1ccc(C2c3ccc(O)cc3Oc3ncn(CCCO)c(=N)c32)cc1OC (configuration not stated)	i	11.3%	2.8	0.8%
23	Cc1ccc(S(=O)(=O)NCCS(=O)(=O)N2CCN(c3ccccc3)CC2)cc1	i	5.1%	-6.7&-2.3	-8.7%
24	COc1ccc2cc(C(=O)C3CCCN(C(=O)c4ccnn4C)C3)ccc2c1 (configuration not stated)	i	-4.3%	2.7	-13.6%
25	O=C(CNC(=O)c1ccc(Br)o1)OCC(=O)c1cccc([N+](=O)[O-])c1	i	1.8%	-12.5	3.6%
26	COc1ccccc1Cc1c(-c2cccc(Br)c2)nc2ccc(Cl)cn12	i	9.2%	-9.6	-11.6%
27	COc1ccc2nc(C)cc(N/N=C/c3ccccc3)c2c1	i	17.3%	1.2	?
28	COc1ccc(-c2csc(Cc3nnc4n3CCCCC4)n2)cc1OC	i	6.3%	6.4	-0.1%
29	CCc1nnc(NC(=O)C2=CCN(S(=O)(=O)c3ccc(F)cc3)CC2)s1	i	9.6%	2.8	5.9%
30	CC(C)Sc1nsc2nc(=O)c(/C=C3\C=Nc4ccccc43)c(N)n12	i	-29.6%	-14.5	8.6%

item	Mm-Cpn inhibitor	DRD3 antagonist	PTHR1 agonist	CCT chaperon mod
16	0.2%	0.3	i	1.1
17	0.1%	20.7	-6.7%[57.5 µM]	-1.0
18	1.3%	-7.2	-5.5%[57.5 µM]	1.8
19	1.1%	0.5	-17.0%	-0.5
20	-0.1%	-17.2	i	0.4
21	-0.1%	?	-17.5%	-1.5
22	0.8%	-3.4	3.8%	-3.3
23	-3.7%	-2.7	i	0.4
24	-0.7%	-2.0	?	-1.2
25	-0.2%	0.2	i	0.4
26	.	-50.1*	-11.9%	-1.9
27	0.3%	7.1	-21.9%	-0.3
28	-14.3%	-1.0	i	-4.0
29	0.3%	4.7	-35.3%[inhibitor]	0.1
30	-1.6%	-12.7	-51.4%[inhibitor]	1.7

# Later entries:
item	canonical_smiles	pAkt inh	EPAC2 agonist	DRD3 agonist	EPAC2 antag
31	COc1ccccc1N(CN1CCCC1=O)C(=O)COc1ccccc1	.	9.4%	-1.5	2.8%
32	COc1ccc(-c2csc3ncnc(N4CCN(S(=O)(=O)c5cccc(Br)c5)CC4)c23)cc1	i	5.2%	-0.7	-3.4%
33	O=C(Nc1cccc2ccccc12)/C(=C/c1cccc([N+](=O)[O-])c1)NC(=O)c1cccs1	i	5.5%	13.8	4.9%
34	CC(NC(=O)Nc1cccc(Cl)c1)C(c1cccs1)N1CCCC1 (configuration not stated)	i	-1.0%	-13.3	2.7%
35	O=c1cc(N2CCN(c3ccccc3)CC2)[nH]c(=O)n1-c1ccccc1Cl	.	3.8%	-21.4	7.0%
36	Cc1ccc(CNC(=O)c2nnn(-c3cccc(C)c3)c2N)cc1	i	3.6%	0.9	3.7%
37	COc1ccccc1/C=C/C=N/n1c(-c2ccc(Cl)cc2Cl)n[nH]c1=S	i	11.4%	3.8	5.9%
38	CC1=C(C(=O)Nc2cc(C(=O)N3CCC(C)CC3)ccc2C)SCCO1	i	-1.4%	4.2	-9.5%
39	O=[N+]([O-])c1ccc(OCCN2CCNCC2)cc1	i	-5.3%	8.1	21.8%
40	Cc1n[nH]c(=S)n1/N=C/c1cccc(OCc2ccccc2)c1	i	21.6%	-1.5	-16.0%
41	COc1ccc(CCN2CC(C(=O)NCc3ccco3)CC2=O)cc1OC (configuration not stated)	i	8.2%	-0.9	-6.9%
42	O=C(c1ccc2n[nH]nc2c1)N1CCN(c2ccc(C(F)(F)F)cn2)CC1	i	-5.8%	2.0	3.0%
43	c1ccc(CNC2=NCCCCC2)cc1	.	2.9%	-4.5	9.5%
44	CCn1cc(C(=O)NCc2ccco2)c(=O)c2cc(S(=O)(=O)N3CCC(C)CC3)ccc21	i	-1.2%	-7.9	3.9%
45	Cc1ccc(-c2cc(C(F)F)nc(NCc3cccnc3)n2)cc1	i	9.8%	0.6	-21.3%
46	CC(=O)c1sc(N)c(C(=O)OC(C)C)c1C	i	-7.4%	0.8	2.0%
47	CC(C)C(=O)NC(NC(=S)Nc1ccc(S(N)(=O)=O)cc1)C(Cl)(Cl)Cl (configuration not stated)	i	8.6%	-2.3	-9.8%
48	C=CCN1C(=O)c2ccc(C(=O)NCC(c3ccccc3)N(C)C)cc2C1=O (configuration not stated)	i	0.6%	-11.7	-7.2%

item	Mm-Cpn inhibitor	DRD3 antagonist	PTHR1 agonist	CCT chaperon mod
31	1.9%	-3.8	-12.9%	-0.3
32	?	-11.9	i	-5.3
33	-4.1%	-13.1	-5.7%	-3.9
34	-0.1%	?	i	-1.8
35	-0.9%	-7.0	i	-1.7
36	0.0%	8.2	-10.5%	0.6
37	-1.4%	13.4	i	-4.4
38	-2.5%	13.6	i	0.3
39	-3.0%	17.1	-11.9%	-4.5
40	1.9%	-7.4	-19.9%	-1.2
41	-1.4%	9.4	i	0.0
42	1.5%	8.8	-25.6%	0.1
43	-1.4%	17.4	-1.3%[57.5 µM]	0.9
44	2.7%	-23.8	i	1.4
45	-9.6%	1.3	-32.2%[inhibitor]	-4.1
46	1.8%	8.3	-5.4%	2.4
47	2.4%	5.1	i	2.4
48	-3.0%	?	i	-2.9

# Single records (already shown). Order of screens: pAkt inh, EPAC2 agonist, DRD3 agonist, EPAC2 antag, Mm-Cpn inhibitor, DRD3 antagonist, PTHR1 agonist, CCT chaperon mod
# COc1ccccc1/C=C/C=N/n1c(-c2ccc(Cl)cc2Cl)n[nH]c1=S as listed: i, 11.4%, 3.8, 5.9%, -1.4%, 13.4, i, -4.4
# O=C(Nc1cccc2ccccc12)/C(=C/c1cccc([N+](=O)[O-])c1)NC(=O)c1cccs1 as listed: i, 5.5%, 13.8, 4.9%, -4.1%, -13.1, -5.7%, -3.9
# Cc1ccc(-c2cc(C(F)F)nc(NCc3cccnc3)n2)cc1 as listed: i, 9.8%, 0.6, -21.3%, -9.6%, 1.3, -32.2%[inhibitor], -4.1
# Cc1n[nH]c(=S)n1/N=C/c1cccc(OCc2ccccc2)c1 as listed: i, 21.6%, -1.5, -16.0%, 1.9%, -7.4, -19.9%, -1.2
# O=[N+]([O-])c1ccc(OCCN2CCNCC2)cc1 as listed: i, -5.3%, 8.1, 21.8%, -3.0%, 17.1, -11.9%, -4.5

# Screening results as filed in PubChem.

# Some of the compounds tested, so the mix of outcomes need not match the whole.
